Assay outcomes: PubChem, National Center for Advancing Translational Sciences (NCATS)
APE1 inh – inhibitors of human APE1 endonuclease | P27695 | recombinant APE1, TAMRA/BHQ-2 abasic DNA cleavage fluorescence | Potency, µM (series often up to 65.8 µM), for inactives: top-dose activity change, negative = inhibition, actives largely listed as inhibitors | 350,000 tested, 0.35% active;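 note: potency is the fitted concentration of half-maximal effect; plate controls were vehicle for no effect and reference inhibitor for full effect; nearly all actives have a fitted effect of over 55% in size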
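Kinetic fluorescence read (525 ex/598 em nm, three reads 60 s apart) of AP-site incision; signal = third minus first read. Enzyme 0.75 nM, dual-labelled THF duplex 50 nM, compound preincubation 15 min RT.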
LDHA inh – LDHA (human) enzyme inhibition. activity change, % (values are at about 110 or 230 µM). purified LDHA, NADH/diaphorase-resazurin fluorescence; stronger effect = lower value. P00338. 480,000 tested, 0.15% active; in the data active = activity change below about -30%; inconclusive = mostly about -25% to -30%;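 note: plate controls were DMSO wells for no effect and wells without enzyme for full effect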
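LDH5 2 nM; NADH 0.06 mM, pyruvate 0.2 mM; 200 mM Tris pH 7.4, EDTA, Tween-20; 5 min RT. Detection: diaphorase 0.133 mg/mL + resazurin 37 µM, fluorescence ex540/em590 at 0 and 20 min; normalized to enzyme-free and DMSO wells.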
POLK inh – blocks human DNA polymerase kappa activity. Potency, µM (top dose mostly 107 µM), for inactives: top-dose activity, negative = inhibition, usual class: inhibitors. AID 588579. purified Pol kappa, fluorescent DNA synthesis assay, 10 min. 400,000 tested, 0.53% active; note: potency is the fitted concentration of half-maximal effect; % is set by controls: 0 for no effect and ±100 for the full control effect
Target sequence (Q9UBT6 whole entry, looked up): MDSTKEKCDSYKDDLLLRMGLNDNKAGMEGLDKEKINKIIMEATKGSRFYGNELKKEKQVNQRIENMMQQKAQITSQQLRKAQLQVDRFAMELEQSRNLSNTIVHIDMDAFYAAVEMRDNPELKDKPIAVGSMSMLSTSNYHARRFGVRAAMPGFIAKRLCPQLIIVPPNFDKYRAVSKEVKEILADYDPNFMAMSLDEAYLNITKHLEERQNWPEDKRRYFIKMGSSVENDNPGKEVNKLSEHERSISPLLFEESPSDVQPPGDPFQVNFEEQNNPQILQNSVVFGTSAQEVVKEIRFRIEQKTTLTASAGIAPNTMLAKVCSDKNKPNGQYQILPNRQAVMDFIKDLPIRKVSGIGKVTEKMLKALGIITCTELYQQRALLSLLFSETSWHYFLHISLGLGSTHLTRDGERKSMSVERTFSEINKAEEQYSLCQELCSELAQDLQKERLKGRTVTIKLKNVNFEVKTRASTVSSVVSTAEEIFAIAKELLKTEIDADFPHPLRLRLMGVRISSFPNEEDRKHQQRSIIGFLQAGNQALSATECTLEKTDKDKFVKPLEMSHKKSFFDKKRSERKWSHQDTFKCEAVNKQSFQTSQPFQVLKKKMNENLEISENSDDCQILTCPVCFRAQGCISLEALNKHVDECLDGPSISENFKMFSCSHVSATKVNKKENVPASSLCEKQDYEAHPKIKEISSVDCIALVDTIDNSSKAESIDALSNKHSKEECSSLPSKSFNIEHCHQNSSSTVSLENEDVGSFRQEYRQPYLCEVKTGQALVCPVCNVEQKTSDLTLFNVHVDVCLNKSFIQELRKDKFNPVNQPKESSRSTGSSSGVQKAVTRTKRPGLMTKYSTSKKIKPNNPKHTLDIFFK
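Fluorescent qHTS in 1536-well format: enzyme (10 nM) and compound sat 15 min at room temperature before 50 nM substrate (final) was added. Signal taken at 0 and 10 min; no-enzyme buffer wells were negative controls.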
12-LOX inh – blocks human arachidonate 12S-lipoxygenase; P18054; purified 12hLO, xylenol orange hydroperoxide absorbance; Potency, µM (titrated, usually from 108 µM), without a hit: at the top dose activity change, negative = inhibition, hits mostly inhibitors; 580,000 tested, 1.1% active; note: potency is the fitted concentration of half-maximal effect; % is set by controls: 0 for no effect and ±100 for the full control effect
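Purified human 12hLO (150 nM final) in 25 mM Hepes, 0.01% Triton X-100, pH 7.0 was preincubated 15 min at room temperature with compound. Then 40 uM arachidonic acid was added, 30 min. Hydroperoxide was read by Fe-XO absorbance ratio 573/405 nm.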
RGS4 inh – inhibitors of human regulator of G protein signaling 4; P49798; AID 504845; Transcreener GDP fluorescence polarization, RGS4-accelerated GTP hydrolysis; 390,000 tested, 0.039% active; Potency, µM (highest dose often 114 µM), without a hit: at the highest dose activity change, negative = inhibition, actives largely listed as inhibitors; note: potency is the fitted concentration of half-maximal effect; % is set by controls: 0 for no effect and ±100 for the full control effect; nearly all actives have a fitted effect of over 75% in size; some results filed as inactive show a strong effect at the top dose
Target sequence (P49798 whole entry, looked up): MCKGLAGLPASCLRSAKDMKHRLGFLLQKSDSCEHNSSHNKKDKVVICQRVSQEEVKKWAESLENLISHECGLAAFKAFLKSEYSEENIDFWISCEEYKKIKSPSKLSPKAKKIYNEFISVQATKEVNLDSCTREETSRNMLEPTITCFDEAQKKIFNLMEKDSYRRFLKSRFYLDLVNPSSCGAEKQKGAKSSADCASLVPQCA
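MLSMR compounds (23 nl, pin-transferred) preincubated 10 min at room temperature with a 500nM (2x) first reagent, then RGS4 at 900nM (2x) plus Transcreener GDP mix added; fluorescence polarization (620/688 nm) read before and after 90 min at 30 °C.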
ERG Ets-DNA blk – ERG Ets/DNA interaction inhibition. P11308. fluorescence polarization, His-ERG Ets domain / labelled DNA. Potency, µM (series often up to 76.9 µM), for inactives: at the highest dose FP activity, negative = inhibition, most hits filed as inhibitors. 370,000 tested, 0.028% active; active = well fitted inhibition curve with a large enough effect in the polarisation, with a control signal flat; inconclusive = small, poorly fitted or top-dose-only effect, or effect the other way, or a change in a side signal; inactive = no such curve, though single readings can be large or run the other way; the % refers to the polarisation;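 note: polarization taken with two DNA probes labelled with fluorescein and Texas red; potency is the fitted concentration of half-maximal effect; % of control where 0% means no effect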
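His-tagged ERG Ets domain (1 uM in the protein solution; 300mM KCl, 50mM Tris-HCl, 1mM EDTA, 1mM DTT, pH 7.5) received compound, then a probe mix of 5 nM fluorescein-DNA and 100nM Texas-615-DNA. Fluorescence polarization was read for both dyes.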
Apoferritin bind – candidate novel general anesthetic via apoferritin binding. P02791. apoferritin/1-aminoanthracene competitive binding, fluorescence. Potency, µM (doses to about 77.5 µM), without a hit: top-dose activity change, negative = displacement, actives largely listed as inhibitors. 350,000 tested, 0.074% active; note: potency is the fitted concentration of half-maximal effect; % is set by controls: 0 for no effect and ±100 for the full control effect; nearly all actives have a fitted effect of over 20% in size
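Steps: apoferritin (10 uM) was premixed with half-saturated 1-AMA in PBS, compounds were pin-transferred, plates stood 10 min at room temperature, fluorescence was read at 380/535 nm, and curves were fitted with a Hill equation.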
Pol beta inh – DNA polymerase beta (human) inhibition; P06746; Pol beta primer extension/strand displacement, fluorescence kinetic; Potency, µM (top dose mostly 114 µM), for the others: at the top dose activity change, negative = inhibition, most hits filed as inhibitors; 340,000 tested, 1.3% active; note: potency is the fitted concentration of half-maximal effect; % is set by controls: 0 for no effect and ±100 for the full control effect
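Human Pol beta at 10 nM; strand-displacement substrate 50 nM final. Compound exposure 15 min at room temperature before start, reaction 10 min at room temperature.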
POLH inh – DNA polymerase eta (human) inhibition; 390,000 tested, 1.2% active; Potency, µM (highest dose often 114 µM), for the others: top-dose activity change, negative = inhibition, usual class: inhibitors; recombinant Pol eta, fluorescent DNA replication assay; Q9Y253; AID 588591; note: potency is the fitted concentration of half-maximal effect; % is set by controls: 0 for no effect and ±100 for the full control effect
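Pol eta (10 nM) was preincubated with compounds for 15 min at room temperature, after which fluorescent replication substrate (50 nM final) was added to start the reaction. Fluorescence was read kinetically at 0 and 10 min.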
Active calls of the source: *; ? = inconclusive; . = not tested or not shown; & = joins results of further samples; [ ] = dose if it differs, or a comment. Unless noted, calls come from the whole dose curve; as a rule, active = well fitted curve in the direction sought with a large enough effect; inconclusive = small, poorly fitted or top-dose-only effect, or another doubt; inactive = no such curve, though single readings can be large; an effect the other way counts as inactive or inconclusive.

Structure	LDHA inh	POLK inh	POLH inh	Apoferritin bind	ERG Ets-DNA blk	12-LOX inh	Pol beta inh	RGS4 inh	APE1 inh
CCOC(=O)c1ccc(N2C(=O)C(CC(N)=O)N(NC(=O)c3cccc(F)c3)C2=S)cc1 (centres undefined)	-7	-13%	-5%	8%	10%	.	0%	-1%	5%
CCCCCc1cc(=O)oc2c(C(CCN3CCN(c4ccccc4)CC3)c3ccc(N(C)C)cc3)c(OC)cc(OC)c12 (centres undefined)	0	7%	-2%	-1%	-1%	-5%	17%	-9%	3%
CCCCOC(=O)Oc1ccc2c(=O)c(Oc3cccc(C)c3)coc2c1	-3	-6%	-14%	-1%	1%	-13%	1%	13%	0%
CC(C)CCN(C(=O)c1csnn1)C(C(=O)NC1CCCCC1)c1ccc(F)cc1 (centres undefined)	-8	-2%	-7%	-2%	-1%	-7%	16%	-11%	7%
C=CCNS(=O)(=O)c1cccc(C(C)=O)c1	-4	-19%	-5%	-8%	9%	-19%	48%	-24%	?
O=C(O[C@@H]1[C@H](Cc2ccccc2)NS(=O)(=O)[C@H]2C[C@@H]3C=C[C@]12O3)c1ccccc1Br	-1	1%	0%	.	12%	-6%	.	23%	2%
Cc1ccc(NC(=O)CN(C)Cc2cccs2)cc1Cl	-3	-11%	-11%	-9%	5%	-25%	1%	5%	43%
C=CCn1c(SCC(=O)N2CCN(c3ccc(F)cc3)CC2)nnc1-c1cccs1	2	14%	-15%	-2%	0%	16%[57.4 µM]	7%	-10%	1%
N=c1c(S(=O)(=O)c2ccc(Cl)cc2)cc2c(=O)n3ccccc3nc2n1C1CCCC1	-2	-11%	-11%	-5%	-4%	-14%	-14%	-1%	-1%
Cc1cccc(Oc2ccccc2NC(=O)CSCC(=O)Nc2cc(C)on2)c1	-2	-9%	-20%	.	-8%	-8%	.	8%	13%
Cc1cccc(C)c1N(CC(=O)NN=C1CCCCCC1)S(C)(=O)=O	-4	-3%	-10%	-15%	4%	9%	13%	-7%	3%
Cn1nc2c3cc(F)ccc3n(Cc3ccc(F)cc3)cc-2c1=O	-3	-15%	0%	4%	5%	0%	-23%	23%	28%
COc1cccc(/C(=N/O)C2CC2c2ccc(Cl)cc2)c1 (centres undefined)	2	-19%	-6%	?	5%	-16%	1%	0%	-9%
Cn1c(=O)c2c(nc(CO)n2C)n(C)c1=O	-14	-5%	-8%	3%	5%	-1%	12%	19%	-1%
O=C(c1cccc(OCc2ccccc2)c1)N1CCOCC1	-2	1%	-7%	-6%	-3%	-7%	1%	-7%	3%
CCC1CCCCN1C(=O)CCn1c(=O)oc2ccccc21 (centres undefined)	-3	1%	1%	.	4%	21%	.	-4%	.
CCOC(=O)n1ccc(C(=O)Nc2ccccc2F)n1	1	-14%	-5%	-14%	0%	-2%	19%	5%	-3%
COc1ccc(CC(=O)NCC(=O)N/N=C/c2ccco2)cc1	-2	-7%	-18%	-1%	-2%	13%	1%	4%	-8%
COc1ccnc(Oc2cccc(C(F)(F)F)c2)c1C(=O)N/C=N/OCc1ccccc1F	2	-9%	-19%	?	3%	1%	8%	-35%	-5%
Cn1c(=O)[nH]c(=O)c2c1nc(N1CCCCCC1)n2CC(N)=O	-2	3%	5%	19%	13%	420%[activator]	0%	-9%	4%
CCSc1nc2sccc2c(=O)n1-c1ccccc1	-5	-5%	-10%	2%	-7%	-6%	13%	-2%	10%[12.4 µM]
COC(=O)C1C(OC)=CC(=O)C2CCCCC21 (centres undefined)	-3	-13%	-14%	.	.	-7%	.	-18%	.
c1ccc(CN=C2NN=C(c3ccccc3)CS2)cc1	-11	0%	5%	-13%	-1%	?	7%	-25%	0%
Cc1ccc2onc(CC(=O)N3CCN(c4cc(Cl)ccc4C)CC3)c2c1	1	-10%	-22%	41%[activator]	-14%	-23%	15%	-7%	.
CCN(CC)CCCN(Cc1cc2cc3c(cc2[nH]c1=O)OCCO3)C(=O)Nc1ccc(F)cc1	-2	-8%	-13%	-22%	6%	92%[activator]	27%	16%	2%
COc1cccc(NC(=O)CN(C)C(=O)C2=COCCO2)c1	-4	-22%	-1%	.	2%	-6%	.	26%	4%
S=C(NCCC(c1ccccc1)c1ccccc1)Nc1ccccc1Cl	1	-8%	-14%	42%[activator]	-3%	?	2%	-50%	-3%
CCCN(CCC)C(=O)Cn1c(=O)n(CCCCCC(=O)NCc2ccccc2Cl)c(=O)c2sccc21	-18	-1%	-9%	11%	-3%	-17%	3%	19%	.
Cc1ccc(S(=O)(=O)N(C)CC(=O)O/N=C(\N)c2cccnc2)cc1	-3	-13%	-4%	.	-2%	?	.	16%	.
CC1CCN(C(=O)CCCC(=O)O)CC1	-3	-6%	-15%	3%	-8%	-4%	51%	-33%	17%

Shown with each value named: entries from further up.
Structure: CCOC(=O)c1ccc(N2C(=O)C(CC(N)=O)N(NC(=O)c3cccc(F)c3)C2=S)cc1 (centres undefined)
  LDHA inh = -7; POLK inh = -13%; POLH inh = -5%; Apoferritin bind = 8%; ERG Ets-DNA blk = 10%; 12-LOX inh = .; Pol beta inh = 0%; RGS4 inh = -1%; APE1 inh = 5%
Structure: CCCCCc1cc(=O)oc2c(C(CCN3CCN(c4ccccc4)CC3)c3ccc(N(C)C)cc3)c(OC)cc(OC)c12 (centres undefined)
  LDHA inh = 0; POLK inh = 7%; POLH inh = -2%; Apoferritin bind = -1%; ERG Ets-DNA blk = -1%; 12-LOX inh = -5%; Pol beta inh = 17%; RGS4 inh = -9%; APE1 inh = 3%

Continued:
Structure	LDHA inh	POLK inh	POLH inh	Apoferritin bind	ERG Ets-DNA blk	12-LOX inh	Pol beta inh	RGS4 inh	APE1 inh
CC(CNC(=O)C1CCN(C(=O)c2cc3sccc3n2C)CC1)c1ccccc1 (centres undefined)	0	7%	1%	4%	-3%	9%	21%	15%	.
COc1cc(CNC(=O)CCn2nc(C)c3c(C)n(-c4ccccc4)nc3c2=O)cc(OC)c1OC	-9	0%	-21%	-5%	7%	9%	18%	2%[56.9 µM]	18%
O=C1C2C3c4ccccc4C(c4ccccc43)C2C(=O)N1c1cccnc1 (centres undefined)	-1	-16%	-14%	5%	-6%	22%	-1%	16%	7%
Cn1nc(-c2ccccc2)c(C#N)c1Sc1cccc(Cl)c1	-9	-21%	3%	75%[activator]	.	9%	-22%	7%	-2%
O=[N+]([O-])c1ccc(-c2ccc(/C=N/Nc3nc(NCc4ccccc4)nc(N4CCOCC4)n3)o2)cc1	-8	-10%	-14%	-23%	-2%	-1%	5%	6%	-1%
CS(=O)(=O)c1ccc(C(=O)OCC(=O)NCc2cccs2)cc1[N+](=O)[O-]	0	-12%	45µM*	.	-5%	-16%	.	9%	7%
COc1ccc(C)cc1N(CC(=O)N/N=C/c1ccc2c(c1)OCO2)S(C)(=O)=O	-5	-8%	-18%	-24%	-2%	-26%	-9%	-9%	-3%
COn1c(C)c(C(C)=O)c2c3nonc3ccc21	-3	-12%	-8%	64%[activator]	-3%	137%[activator]	34%	-7%	-6%
Clc1ccccc1Cn1cccc1C1=NC(Cc2ccccc2)CO1 (centres undefined)	4	-13%	-14%	-9%	3%	0%	-27%	-11%	.
COc1cccc(CN2c3ccc(Br)cc3C(=O)CS2(=O)=O)c1	0	-3%&-32%	-1%	.	7%	?	.	-8%	0%
COCCCN1C(=O)CC(C(=O)OC)=C1C	-5	-7%	-6%	-9%	0%	-4%	47%	3%	-11%
Cc1ccc(C)c(S(=O)(=O)N2CCCC2CNC(=O)C(=O)NCc2ccco2)c1 (centres undefined)	-7	-5%	2%	.	-5%	7%	.	-7%	-3%
COc1cc(/C=C(\C(=O)O)c2ccc(S(=O)(=O)N3CCCC3)s2)cc(OC)c1	2	-16%	?	.	4%	-17%	.	1%	-13%
O=C(COC(=O)/C=C/c1ccco1)Nc1ccc(F)cc1Cl	-4	?	?	-19%	0%	-14%	22µM*	12%	?
C=C(C)c1cccc(C(C)(C)NC(=O)N2CCN(c3ccc(OC)cc3)CC2)c1	-2	-4%	-12%	-9%	1%	-16%	7%	-24%	4%
O=c1[nH]c(=S)[nH]c2nc(-c3cccs3)cc(C(F)(F)F)c12	6	1%	-17%	3%	-8%	?	-1%	-51%	-16%
Cc1cccc(OCCn2cnc(Cl)c2Cl)c1	-2	-3%	-9%	?	166%[activator]	?	19%	17%	6%
O=[N+]([O-])c1ccccc1CCc1cnc(Cl)s1	2	9%	-20%	-19%	4%	17%	-7%	-12%	0%
COc1ccc(N2CCN(C(CNC(=O)c3ccc(C)cc3)c3ccc4c(c3)OCO4)CC2)cc1 (centres undefined)	3	1%[60.1 µM]	-17%	8%	-9%	4%	16%	-24%	.
COc1ccc2sc(N(CCCN(C)C)C(=O)c3ccc(S(=O)(=O)N4CCCc5ccccc54)cc3)nc2c1	-3	0%	-13%	.	-13%	?	.	-22%	-24%
Cc1ccc(S(=O)(=O)Nc2ccc(Cl)cn2)cc1	-10	-12%	-5%	-10%	-6%	?	0%	13%	18%
Nc1cccc(/C=C/c2ccncc2)c1	0	-1%	-12%	-14%	2%	23%	-8%	15%	-1%
NC(=O)CSc1nnc(COc2ccccc2)n1N	-12	-2%	2%	2%	11%	0%	0%	16%	-6%
CCC1(C)OC(=O)NN(c2ccc(C)cc2)C1(C)O (centres undefined)	-1	-18%	-11%	?	0%	-2%	-19%	5%	5%
CCCc1nnc(NC(=O)Cn2c(=O)oc3cc(Br)ccc32)s1	3	18%	-8%	-5%	6%	?	-7%	-40%	-7%

The list is partial (hit frequency here may not be typical).
